Bioassay records from PubChem.
HCV core inhibition: inhibitors of HCV core protein dimerization, confirmation, biochemical, TR-FRET, triplicate (AID 2152); Hepatitis C virus core protein (core106 dimerization); TR-FRET GST-/Flag-core106 dimerization, HTRF; active compounds read high; inhibition, % at 5 µM; 1% of 2,300 active;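 active = mean inhibition over three replicate wells above the hit threshold derived in the earlier primary screen, cut at about 45% in these data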;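 also: 0% = DMSO wells and 100% = unlabelled core106 competitor control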
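Test system – GST- and Flag-tagged HCV core106 peptides, dimerization via antibody TR-FRET · Amount – 17 nM Flag- plus 13.5 nM GST-core106 · Schedule – 4 h incubation, 22.5 °C · Compound dosing – one 5 µM dose, 0.5% DMSO · Detection – TR-FRET, 340 nm excitation, 671/617 nm emission · Reagent – Eu(K)-anti-GST plus XL665-anti-FLAG antibodies · Read-out basis – percent inhibition from emission ratio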
Numbers without * were called inactive. A portion of the library. The share of hits here may be higher or lower than overall.

SMILES	HCV core inhibition
COc1ccccc1/C=N/NC(=O)C1=NNC(c2ccccc2)(c2ccccc2)C1	3
COc1ccc(OC)c(NC(=O)COC(=O)c2cc3c(s2)CCC3)c1	30
O=C1CSC(=S)N1/N=C/C=C/c1ccccc1	13
O=C(N/N=C/C=C/c1ccc([N+](=O)[O-])cc1)c1cccs1	-12
Cc1ccc(-c2csc3ncnc(OCC(=O)NC(=O)NCc4ccco4)c23)cc1	6
CC1CCc2sc(C(=O)N/N=C/c3ccc([N+](=O)[O-])cc3)cc2C1 (centres undefined)	-11
Cc1cc(C(=O)OCC(=O)c2ccc(Cl)c([N+](=O)[O-])c2)c2cccc(C)c2n1	32
Cc1ccc(O)c(C(=O)c2cnc3c(c2)CN(CCC(C)C)C(=O)N3)c1	0
COc1cccc(NC(=O)c2cc(-c3ccc(C)o3)nc3ccccc23)c1	-4
C=C(C)C(=O)N1CC2(CC(c3cccc(NC(=O)/C=C\C=C/C)c3)=NO2)C[C@H]1C(N)=O (some centres undefined)	26

Reformatted as labelled records: 4 of the compounds above
> Cc1ccc(-c2csc3ncnc(OCC(=O)NC(=O)NCc4ccco4)c23)cc1
  HCV core inhibition: 6

> CC1CCc2sc(C(=O)N/N=C/c3ccc([N+](=O)[O-])cc3)cc2C1 (centres undefined)
  HCV core inhibition: -11

> Cc1cc(C(=O)OCC(=O)c2ccc(Cl)c([N+](=O)[O-])c2)c2cccc(C)c2n1
  HCV core inhibition: 32

> Cc1ccc(O)c(C(=O)c2cnc3c(c2)CN(CCC(C)C)C(=O)N3)c1
  HCV core inhibition: 0

New compounds follow.
SMILES	HCV core inhibition
Nc1c(S(=O)(=O)c2cccc(Cl)c2)c2nc3ccccc3nc2n1/N=C/c1ccc(O)c(O)c1	12
COc1cc(C2C(C#N)=C(N)N(Nc3ccccc3)C3=C2C(=O)CC(C)(C)C3)ccc1OCc1ccccc1 (centres undefined)	6
COc1ccc(NC(=O)c2c3c(nc4ccccc24)CCC3)cc1S(=O)(=O)N1CCOCC1	34
CCOC(=O)Cc1csc(-n2sc3ccccc3c2=O)n1	20
Cc1cc(-c2csc(NC(=O)c3ccc(C#N)cc3)n2)c(C)n1Cc1ccco1	9
Cc1ccc2nc(-c3ccc(NC(=O)CN4CCN(C(=O)c5ccco5)CC4)cc3)sc2c1	3
O=C(COC(=O)c1cccc(S(=O)(=O)N2CCN(c3ccccc3)CC2)c1)NCc1ccco1	8
N#Cc1cccc(NC(=O)CSc2ccc3c4c(cccc24)C(=O)c2ccccc2-3)c1	-10
C=CCn1c(COc2ccccc2F)nnc1SCC(=O)NC(=O)NCc1ccco1	1
COc1cc(C(=S)N2CCOCC2)cc(OC)c1OC(=O)c1cc([N+](=O)[O-])c(C)c([N+](=O)[O-])c1	-2
O=[N+]([O-])c1cc(-c2ccc(/C=N\n3cnnc3)o2)cc([N+](=O)[O-])c1	8
Cc1cc(C)n2nc(C(=O)Nc3ccc4c(c3)OCO4)nc2n1	0
Brc1cc(Br)c2nc(-c3cccs3)ccc2c1	19
N#Cc1ccsc1NC(=O)COc1ccc(-c2nnco2)cc1	3
CCCCC1=CC2=C(c3ccco3)C(=O)C(C)(OC(=O)c3ccc(OC)cc3)C(=O)C2=CN1CC1CC1 (centres undefined)	13
O=C(Nc1cccc(S(=O)(=O)Nc2ccccc2Cl)c1)c1ccc(N2CCCC2)c([N+](=O)[O-])c1	0
S=c1[nH]ncn2c1cc1oc3ccccc3c12	28
Cc1sc2nc(COC(=O)c3ccc(N4CCCC4)c([N+](=O)[O-])c3)[nH]c(=O)c2c1C	0
COc1ccc(Nc2nc(-c3sc(NC(C)=O)nc3C)cs2)cc1	19
N#Cc1c(-c2ccccc2)nc2n(-c3ccccc3)nc(C(=O)Nc3ccccc3)n2c1=O	8
O=c1nc(/C=C/c2cccn2-c2ccc([N+](=O)[O-])cc2)cc(C(F)(F)F)[nH]1	9
COC/C=C/C1=CC2=CC(=O)C(C)(OC(=O)c3cnc4ccccc4n3)C(=O)C2=CN1c1ccc(OC)cc1 (centres undefined)	10
COc1cc(/C=C2\C(=O)N(c3ccccc3)N=C2C)ccc1Oc1ccc([N+](=O)[O-])cc1[N+](=O)[O-]	35
Cc1cc(C)c2nc(NNC(=O)c3ccc(S(=O)(=O)N4CCc5ccccc5C4)cc3)sc2c1	-5
O=C(OCc1nc2scc(-c3ccccc3)c2c(=O)[nH]1)c1cc([N+](=O)[O-])ccc1Cl	-2
Cc1ccc2c(c1C)NC(C(=O)O)C1CC=CC21 (centres undefined)	17
O=C(NNC(=O)c1cc2cc3ccccc3nc2s1)c1cccc(C(F)(F)F)c1	-11
O=C(Cn1cnc2scc(-c3cccc([N+](=O)[O-])c3)c2c1=O)NCc1ccco1	21
N#Cc1ccsc1NC(=O)CN1C(=O)NC2(CCCC2)C1=O	6
C#Cc1ccc([C@@H]2C=C(C(=O)OCC=C)O[C@H](OCc3ccc(CO)cc3)C2)cc1	-4

The final 6 records of the part above lead into the next:
SMILES	HCV core inhibition
O=C(OCc1nc2scc(-c3ccccc3)c2c(=O)[nH]1)c1cc([N+](=O)[O-])ccc1Cl	-2
Cc1ccc2c(c1C)NC(C(=O)O)C1CC=CC21 (centres undefined)	17
O=C(NNC(=O)c1cc2cc3ccccc3nc2s1)c1cccc(C(F)(F)F)c1	-11
O=C(Cn1cnc2scc(-c3cccc([N+](=O)[O-])c3)c2c1=O)NCc1ccco1	21
N#Cc1ccsc1NC(=O)CN1C(=O)NC2(CCCC2)C1=O	6
C#Cc1ccc([C@@H]2C=C(C(=O)OCC=C)O[C@H](OCc3ccc(CO)cc3)C2)cc1	-4
O=c1nc2s/c(=C\c3ccco3)c(=O)n2nc1Cc1ccc(F)cc1	14
CCOC(=O)c1ccc2c(c1)nc(SC/C(O)=C(\C#N)c1nc3ccccc3[nH]1)n2CC	-2
COc1ccc(C(=O)Nc2cccc(/C=C(\CCC(=O)O)c3nc4ccccc4s3)c2)cc1	14
Cc1ccc(S(=O)(=O)C(C#N)c2nc3ccccc3nc2N2CCCC2)cc1 (centres undefined)	-4
COc1ccccc1C(=O)Nc1nc2ccc(S(C)(=O)=O)cc2s1	11
Cc1ccc(C2C(C=Nc3c(C)n(C)n(-c4ccccc4)c3=O)=C(c3ccccc3)Oc3ccccc32)cc1 (centres undefined)	0
C=CCSc1nc(N)c(C(=O)Nc2ccccc2OC)cc1C(=O)Nc1ccccc1	-9
C/C=C/C=N/Nc1nc(-c2ccc([N+](=O)[O-])cc2)cs1	-4
CCC(c1nnnn1Cc1ccco1)N(Cc1ccccc1OC)Cc1cc2cc(C)ccc2[nH]c1=O (centres undefined)	1
Cc1ccc(N2C(=O)[C@@H]3[C@H](C2=O)[C@H]2C=C(C(=O)c4ccccc4)C=CN2[C@@H]3C(=O)c2ccc(Cl)cc2)cc1	14
Clc1ccc(-c2nnc3sc(Cc4cccs4)nn23)cc1	0
CCC1=NN2C(=N)/C(=C\c3cccn3-c3cccc(Cl)c3)C(=O)N=C2S1	1
Cc1ccc(C(CCN(Cc2ccccc2)C(=O)c2ccco2)c2ccco2)cc1 (centres undefined)	10
COc1ccc(C2CC(c3ccccc3)=NN2c2ccc(/C=N/NC(=O)c3ccncc3)cc2)cc1 (centres undefined)	-1
CC(C)Cc1nnc(NC(=O)Cc2cccs2)s1	11
O=C(O)c1ccccc1C(=O)N1N=C2/C(=C/c3cccc([N+](=O)[O-])c3)CCCC2C1c1cccc([N+](=O)[O-])c1 (centres undefined)	19
O=C(CSc1nnc(-c2ccc(Cl)cc2)n1Cc1ccco1)c1cccs1	3
COc1ccc(N2CCN(CC(=O)Nc3sccc3C#N)CC2)cc1	3
Cc1cccc(C)c1Nc1nnc(SCC(=O)Nc2cc(S(=O)(=O)N3CCCCC3)ccc2Cl)s1	2
CCS(=O)(=O)N1Cc2ccccc2CC1C(=O)Nc1nc2ccccc2s1 (centres undefined)	1
O=C(/C=C/c1cccs1)Nc1ccc(N2CCOCC2)c(S(=O)(=O)Nc2cc(Cl)ccc2Cl)c1	1
O=C(/C=C/c1ccco1)NC(=S)Nc1cccc(-c2nc3ccccc3o2)c1	-1
S=c1[nH]c2ccc(Cc3ccc4[nH]c(=S)[nH]c4c3)cc2[nH]1	-10
FC(F)(F)c1cc(-c2ccco2)nc(NCc2cccs2)n1	-6
CC(C)CC(=O)NC(NC(=S)Nc1sc2c(c1C#N)CCCC2)C(Cl)(Cl)Cl (centres undefined)	19
C/C=C\C=C/C(=O)Nc1cccc(C2=NOC3(C2)C[C@H](C(N)=O)N(C(=O)c2ccc(OC)cc2)C3)c1 (some centres undefined)	-8
O=C(CSc1ccc(Cl)cc1)c1ccco1	6
Nc1ncnc2oc(-c3ccco3)c(-c3ccco3)c12	30
O=[N+]([O-])c1ccc(O)c(-c2cc(C(F)(F)F)nc(-c3ccccc3)n2)c1	-10
O=S(=O)(c1ccc(NC(=S)N/N=C/c2c3ccccc3cc3ccccc23)cc1)N1CCOCC1	9
O=C(Cn1ncc2c3ccccc3n(Cc3ccccc3)c2c1=O)N1CCN(c2ncccn2)CC1	1
COc1ccccc1-c1cc(-c2ccc(C)cc2)nc(SCc2nnc(-c3ccccc3)o2)c1C#N	13
COc1cc(C2C(C#N)=C(N)N(c3sc4c(c3C#N)CCCC4)C3=C2C(=O)CC(C)(C)C3)cc(OC)c1OC (centres undefined)	11
O=C(Nc1ccc(N2CCN(c3ccc(O)cc3)CC2)cc1)Oc1ccccc1	26
O=C(NCCN1C(=O)S/C(=C\c2ccc(Cl)c(Cl)c2)C1=O)c1ccc2c(c1)C(=O)N(Cc1ccncc1)C2=O	6
O=c1nc2ccccc2c(NS(=O)(=O)c2ccc(Cl)cc2)n1-c1ccccc1	-5
COc1ccc(Cn2c(-c3ccco3)nc3oc4cc(OC)ccc4c(=O)c3c2=O)cc1	2
O=C(Nc1ccc(Br)c2ccccc12)c1ccc2ccccc2c1O	28
O=C1C(=Cc2cccn2-c2ccc(O)cc2)C(=O)c2ccccc21	4
N#CC1=C(N)SC(N)=C(C#N)C1c1ccnc2ccccc12	47*
O=C(CSc1ccc(-c2ccco2)nn1)c1ccccc1	-7
COc1ccccc1CNC(=O)COC(=O)c1cc(-c2ccco2)nc2ccccc12	29
COc1ccc(-c2nc3ccccc3c(C(=O)Nc3ccc(S(=O)(=O)Nc4cc(C)on4)cc3)c2C)cc1	5
Clc1ccc(-c2cn3cc(Br)ccc3n2)cc1Cl	29
COc1ccc(-c2nn(C)c(=O)c3ccccc23)cc1NC(=O)Cn1nc(-c2ccccc2)c2ccccc2c1=O	-20
N#Cc1ccc(CSc2nnc(NC(=O)C3CC(=O)N(c4ccc5c(c4)OCCO5)C3)s2)cc1 (centres undefined)	9
CCOC(=O)C1=C(CSc2nc3c(cc2C#N)CN(C)CC3)OC(N)=C(C#N)C1c1ccc(Cl)cc1 (centres undefined)	0
CCOc1cc(/C=N/NC(N)=O)cc(Br)c1OCC(=O)Nc1cccc2ccccc12	2
O=C(Nc1ccc(-n2nncc2-c2ccco2)cc1)c1cc2ccccc2oc1=O	26
COc1ccc(OC)c(-n2c(SCC(=O)N3CCc4ccccc43)nc3c(c2=O)SCC3)c1	12

(listing goes on)
SMILES	HCV core inhibition
CN(CC(=O)Nc1c(Cl)cccc1Cl)C(=O)c1cccc(-n2cccc2)c1	2
O=[N+]([O-])c1ccc(N2N=C(c3ccco3)CC2c2ccccc2)cc1 (centres undefined)	-5
Cc1cc(-c2csc(NC(=O)C3=COCCO3)n2)c(C)n1C	-6
O=C(NCc1ccc2c(c1)OCO2)C1CCCN(S(=O)(=O)c2cccc3nonc23)C1 (centres undefined)	-1
Cc1ccc(-c2nnc(SCC(=O)N/N=C/c3c(C)nn(-c4ccccc4)c3C)n2-c2ccc(C)cc2)cc1	-3
S=C(Nc1ccc(Oc2ccc(NC(=S)NC3CCCCC3)cc2)cc1)NC1CCCCC1	6
O=c1oc(-c2ccccc2)nc2sc3c(c12)CCC3	4
Cc1cc(-c2csc(N)n2)c(C)n1-c1ccc(Cl)c(Cl)c1	-5
Cc1ncc(CO)c2c1Oc1nc(-c3ccccc3F)nc(SCC(=O)N(C)c3ccccc3)c1C2	-2
C=CCN(CC=C)S(=O)(=O)c1ccc(NC(=S)NC(=O)/C=C/c2cccc3ccccc23)cc1	-3
Nc1c(C(=O)Nc2cccc(Cl)c2Cl)sc2nc(-c3cccnc3)ccc12	1
CC(=O)c1cccc(S(=O)(=O)N2CCN(c3nc4cc(C)cc(C)c4cc3C#N)CC2)c1	-7
O=C(Nc1ccc(NC(=S)NC(=O)C(c2ccccc2)c2ccccc2)cc1)c1ccccc1	6
C=CCn1c2ccccc2c2nnc(SC(CC)C(=O)Nc3sc4c(c3C#N)CCCC4)nc21 (centres undefined)	4
CC(C)c1cn(C2OC(COC(=O)c3ccccc3)C(OC(=O)c3ccccc3)C2OC(=O)c2ccccc2)c(=O)[nH]c1=O (centres undefined)	-1
CC1CCC2(CC1)NC(=O)N(CC(=O)Nc1sc3c(c1C(N)=O)CCC3)C2=O (centres undefined)	9
Cc1nc2c(cc(Oc3ccc(S(=O)(=O)N4CCOCC4)cn3)c3ccsc32)s1	1
COC(=O)c1ccc(Cn2cnc3c(sc4nc(N5CCOCC5)c5c(c43)CCCC5)c2=O)o1	5
CCCCC1=CC2=C(c3ccco3)C(=O)C(C)(OC(=O)c3ccc(OC)cc3)C(=O)C2=CN1Cc1ccco1 (centres undefined)	13
O=C(NCc1ccco1)C(c1ccco1)N(C(=O)Cn1nnc2ccccc21)c1ccc2c(c1)CCC2 (centres undefined)	7
COc1ccc(/C=N/NC(=O)c2nc(-c3ccccc3)cc(-c3ccccc3)n2)cc1	3
COc1ccc(C(=O)NC(=S)Nc2ccc3[nH]c(=O)[nH]c3c2)c(OC)c1	26
